USP2a block: inhibitors of human ubiquitin-specific protease USP2a | Potency, µM (top dose mostly 38.3 µM), for inactives: at the top dose activity change, negative = inhibition, most hits filed as inhibitors | O75604 | 330,000 compounds, 0.01% hits | USP2 core, Ub-CHOP2 coupled fluorogenic reporter, 485/531 | AID 463254;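 further: potency means the concentration at half of the fitted maximal effect; plate controls were DMSO wells for no effect and full inhibition by NEM control for full effect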
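Cell-free coupled assay: 10nM USP2 core preincubated 30min RT with compound in Tris-HCl pH 8.0/CaCl2/CHAPS buffer, then 25nM Ub-CHOP2 and 25nM reporter substrate; fluorescence (Ex 485/Em 531) read after 60min RT, normalized to NEM inhibition, concentration-response curves fitted.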
hERG WT inh: inhibitors of human wildtype KCNH2 potassium channel; activity change, % at 1.84 µM; AID 720551; U2OS, BacMam KCNH2, thallium flux FluxOr; hits give low values; 340,000 compounds, 0.37% hits;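 active means maximum activity change below -70%; inconclusive means maximum activity change between -70% and -50%; inactive means maximum activity change above -50%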; further: on the % scale 0 is the no-effect control and ±100 the full control effect
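U2OS cells transduced with wild-type KCNH2 virus are loaded with FluxOr dye for 45 min, and thallium flux is measured in kinetic reads before and after stimulation buffer. Rate constants are normalized to DMSO controls.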
Giardia kill: Giardia lamblia killing; Giardia lamblia trophozoite viability; 340,000 compounds, 0.15% hits; activity change, % at 7.66 µM, hits read low; AID 540267; in the data active means activity change below about -80%; inconclusive means between about -30% and that limit;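 further: parasites exposed to compound for two days anaerobically before the ATP read; on the % scale 0 is the no-effect control and ±100 the full control effect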
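Viability, read as ATP luminescence: trophozoites at 100 cells/well, compound added, 48 hrs anaerobic at 37 deg C, then 15-30 min room-temperature development before reading.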
KCNH2 3.1 block: inhibitors of human KCNH2 3.1 potassium channel isoform; 340,000 compounds, 0.95% hits; U2OS KCNH2 3.1, thallium flux FluxOr; hits give low values; activity change, % (tested at about 1.8 µM);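 active means maximum activity change below -70%; inconclusive means maximum activity change from -70% to -50%; inactive means maximum activity change above -50%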;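 further: thallium influx rate constant from kinetic fluorescence after stimulation buffer; on the % scale 0 is the no-effect control and ±100 the full control effect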
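U2OS cells transduced with KCNH2 3.1 mutant virus (1.77 x 10^8 /mL, 4 h), plated overnight at 37 C, loaded 45 min with FluxOr dye plus Red40 quencher. Thallium flux rate constant from kinetic reads after stimulation buffer, normalised to controls.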
MLL CXXC-DNA inh: inhibitors of human MLL CXXC domain-DNA interaction; Potency, µM (doses to about 115 µM), without a hit: at the highest dose activity change, negative = inhibition, most hits filed as inhibitors; 290,000 compounds, 0.037% hits; MLL-CXXC / FITC-HOXA9 DNA fluorescence polarization; Q03164; AID 2662; active means well fitted inhibition curve with a large enough effect in the polarisation, with a control signal flat, not every such curve was filed as active; inconclusive means small, poorly fitted or top-dose-only effect, or effect the other way, or a change in a side signal; inactive means no such curve, though single readings can be large or run the other way; the % refers to the polarisation; further: potency means the concentration at half of the fitted maximal effect
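Fluorescence polarization: 7 uM MLL-CXXC (stock) preincubated 5 min with compounds, then 50 nM fluorescein-HOX-A9 DNA (stock) added; 30 min ambient. Buffer 50 mM Tris-HCl pH 7.5, 50 mM NaCl, 1 mM DTT, 0.05% BSA.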
PKM2 act: increases activity of human pyruvate kinase M2; purified PKM2, Kinase-Glo ATP luminescence, activation; response scale: 0% is enzyme alone, no compound; Potency, µM (highest dose often 57.5 µM), for the others: at the top dose activation, usual class: activators; 260,000 compounds, 0.34% hits; AID 1631; further: potency means the concentration at half of the fitted maximal effect; on the % scale 0 is the no-effect control and ±100 the full control effect; nearly all actives have a fitted effect of over 55% in size
Target sequence (P14618 whole entry, looked up): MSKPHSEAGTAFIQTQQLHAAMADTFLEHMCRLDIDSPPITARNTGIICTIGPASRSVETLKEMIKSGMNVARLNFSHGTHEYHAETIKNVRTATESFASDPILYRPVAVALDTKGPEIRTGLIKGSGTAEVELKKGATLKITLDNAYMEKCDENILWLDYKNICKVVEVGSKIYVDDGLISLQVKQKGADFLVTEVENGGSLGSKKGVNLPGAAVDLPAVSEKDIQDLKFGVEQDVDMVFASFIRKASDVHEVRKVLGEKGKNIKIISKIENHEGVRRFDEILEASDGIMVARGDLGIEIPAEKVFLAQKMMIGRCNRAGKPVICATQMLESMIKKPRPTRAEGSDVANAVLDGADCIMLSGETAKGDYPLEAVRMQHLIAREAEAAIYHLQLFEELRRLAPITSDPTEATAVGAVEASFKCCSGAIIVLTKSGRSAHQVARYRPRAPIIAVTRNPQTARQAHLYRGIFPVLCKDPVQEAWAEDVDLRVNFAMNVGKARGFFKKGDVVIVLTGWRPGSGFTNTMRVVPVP
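Purified hPK-M2 (>95%) run at intermediate activity with 0.1 mM ADP and 0.5 mM PEP in 50 mM imidazole pH 7.2, KCl, MgCl2; 1 h room temperature. ATP formed read by Kinase-Glo luminescence; normalized to uninhibited and no-enzyme controls.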
Menin MLL FP TR: menin-MLL binding inhibition, Texas Red mutant peptide. O00255. 270,000 compounds, 0.23% hits. Potency, µM (series often up to 61.6 µM), for the others: at the highest dose FP activity change, negative = inhibition, usual class: inhibitors. Menin + Texas Red MLL mutant peptide, fluorescence polarization; active means well fitted inhibition curve with a large enough effect in the polarisation, with a control signal flat, not every such curve was filed as active; inconclusive means small, poorly fitted or top-dose-only effect, or effect the other way, or a change in a side signal; inactive means no such curve, though single readings can be large or run the other way; the % refers to the polarisation; further: potency means the concentration at half of the fitted maximal effect; % of control where 0% means no effect; many of its hits are not listed in these tables
Coupling enz: inhibits coupling enzyme system, counter-screen for aldolase hits | coupling enzyme system counterscreen, AmpLite Red fluorescence | activity change, negative = inhibition, % at 58.2 µM, hits read low | 290,000 compounds, 0.67% hits | AID 2472; in the data active means activity change below about -30%; further: on the % scale 0 is the no-effect control and ±100 the full control effect
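Counterscreen lacking aldolase: glyceraldehyde-3-phosphate coupling-enzyme reagent preincubated 10 min at RT with compound (at 57.5 uM final), then substrate/coupling system with AmpLite Red added; fluorescence read at 525/598 nm after 20 min RT.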
B2AR arrestin: recruits beta-arrestin to the human beta2-adrenergic receptor | 330,000 compounds, 0.02% hits | beta-arrestin recruitment to beta2AR, cell-based reporter | P07550 | Potency, µM (highest dose often 46.1 µM), for the others: at the top dose activation, actives largely listed as activators;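 further: potency means the concentration at half of the fitted maximal effect; 0% = DMSO controls and full agonism = EC100 isoproterenol or metaproterenol; nearly all actives have a fitted effect of over 65% in size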
Target sequence (P07550 whole entry, looked up): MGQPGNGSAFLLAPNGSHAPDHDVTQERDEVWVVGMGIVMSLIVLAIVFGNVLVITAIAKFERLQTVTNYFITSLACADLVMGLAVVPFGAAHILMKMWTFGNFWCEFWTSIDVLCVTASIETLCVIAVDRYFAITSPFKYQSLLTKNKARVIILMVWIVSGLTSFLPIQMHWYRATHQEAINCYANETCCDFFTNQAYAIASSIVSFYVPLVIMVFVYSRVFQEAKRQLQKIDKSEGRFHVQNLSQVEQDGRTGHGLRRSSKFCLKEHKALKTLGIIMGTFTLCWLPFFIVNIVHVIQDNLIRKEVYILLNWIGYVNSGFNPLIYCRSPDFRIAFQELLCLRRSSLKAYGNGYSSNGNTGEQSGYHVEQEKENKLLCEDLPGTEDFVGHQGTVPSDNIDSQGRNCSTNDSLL
TRPV1 ag: agonists of human vanilloid receptor 1 (TRPV1) | Q8NER1 | TRPV1-expressing cells, Fluo-8 calcium influx, agonist mode | AID 540275 | activation, % at 8.33 µM | 320,000 compounds, 0.19% hits; in the data active means activation above about 80%; inconclusive means between about 30% and that limit; further: 0% is about no effect
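Fluo-8 calcium influx in TRPV1-expressing cells, kinetic read (ex 480/em 520 nm). Compound added and read 3 min for agonist activity, followed by capsaicin at EC20 final and 2 min further read for enhancement.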
GALK inhibitor: galactokinase (human) inhibition. Purified GALK, Kinase-Glo residual ATP luminescence. Potency, µM (series often up to 57.5 µM), for the others: at the highest dose activity change, negative = inhibition, most hits filed as inhibitors. 270,000 compounds, 0.007% hits; further: potency means the concentration at half of the fitted maximal effect; on the % scale 0 is the no-effect control and ±100 the full control effect
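5 nM enzyme, 35 uM ATP, 100 uM galactose, 20 mM HEPES pH8.0, 5 mM MgCl2; 1 h RT; residual ATP by Kinase-Glo Plus luminescence, qHTS format.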
Active calls of the source: *; ? = inconclusive; . = no result given; [ ] = another dose, or the depositor's remark. Unless noted, the call rests on the fitted dose curve; in most records, active means well fitted curve in the direction sought with a large enough effect; inconclusive means small, poorly fitted or top-dose-only effect, or another doubt; inactive means no such curve, though single readings can be large; an effect the other way counts as inactive or inconclusive. Not all compounds are listed; count on the stated rates, not on these rows.

structure	USP2a block	hERG WT inh	Giardia kill	KCNH2 3.1 block	MLL CXXC-DNA inh	PKM2 act	Menin MLL FP TR	Coupling enz	B2AR arrestin	TRPV1 ag	GALK inhibitor
COc1ccc(OC)c(NC(=O)COC(=O)COc2ccc(Nc3ccccc3)cc2)c1	-6%	8	1	2	.	.	.	.	-0.2%	.	.
O=C(Nc1cccnc1)c1ccc(NS(=O)(=O)c2cccc([N+](=O)[O-])c2)cc1	8%	1	8	4	-1%	3%	22%	3	0.1%	-4	0%
CC(C)CNC(=O)c1cccc(NC(=O)C(C)Oc2ccccc2)c1 (stereo unspecified)	2%	6	4	32	19%	0%	-9%	2	0.3%	2	6%
Cc1ccc(-n2c(-c3ccco3)nc3c(cnn3-c3ccccc3C)c2=O)cc1	0%	9	7	6	-2%	-17%	-16%	0	-0.1%	9	3%
O=C(CN1C(=O)c2ccccc2C1=O)Nc1ccc(Cl)cn1	3%	1	14	11	16%	7%	-21%	2	0.1%	4	0%
COc1cccc(/C=C2\NC(=O)NC2=O)c1O	2%	3	-15	-10	5%	.	-11%	-1	0.5%	2	.
COc1ccc(C(C)=O)cc1CSc1ccc(S(=O)(=O)N2CCOCC2)cn1	0%	1	9	-11	.	.	.	.	-0.4%	7	.
CN1CCNC(=O)C1CC(=O)NCC1(c2ccccc2)CCCCC1 (stereo unspecified)	2%	-25	-2	5	22%	-11%	?	1	-0.4%	-5	1%
CCOC(=O)N1CCC(N2C(=O)c3ccc(C(=O)Nc4ccc(F)cc4F)cc3C2=O)CC1	2%	-2	-6	16	7%	-6%	-2%	-1	0.0%	2	-1%
CCOc1ccc2nc(NC(=O)CSc3nnc(-c4ccncc4)n3CC3CCCO3)sc2c1 (stereo unspecified)	-2%	-5	-10	-4	3%	2%	-6%	2	0.2%	-2	5%
C[C@]12c3[nH]c4cc(-c5ccco5)ccc4c3CCN1C(=O)[C@@H](CC(=O)NCCCn1ccnc1)C[C@@H]2C(=O)N1CCCCC1	-2%	-1	15	-19	.	.	.	.	0.1%	.	.
Cc1ccc(CNS(=O)(=O)c2c(C)[nH]c(C)c2C(=O)N2CCCCC2)o1	3%	9	-26	-3	13%	.	-5%	1	0.3%	-2	3%
C=CCN(CC=C)C(=O)c1ccncc1	-1%	4	17	13	0%	-2%	0%	-1	0.3%	0	2%
COCC1CCN(C(=O)c2cc(COc3cncc(Cl)c3)on2)C1 (stereo unspecified)	0%	-4	-7	1	-18%	.	-9%	-3	0.0%	19	0%
CC(=O)c1ccc(NC(=O)C(C)N(C)CC(=O)Nc2ccc(Cl)cc2)cc1 (stereo unspecified)	-5%	-5	39[activator]	-16	10%	11%	37%[activator]	1	-0.2%	10	-2%
CN(C(=O)CN1CCN(c2ccc([N+](=O)[O-])cn2)CC1)c1ccccc1	6%	26	?	-6	9%	.	-3%	-1	0.0%	4	3%
NNC(=O)C(=O)/C=C1\NC2(CCCC2)Cc2ccccc21	0%	5	5	-15	3%	-2%	.	1	-0.2%	2	6%
O=C(NC1CC1)c1scc2c1OCCO2	-2%	-4	-16	1	-1%	-6%	11%	0	8.0%	-1	0%
CCOc1ccccc1CN1CCNC(=O)C1CC(=O)NCCCn1cccn1 (stereo unspecified)	3%	-1	4	13	3%	.	.	.	0.3%	-1	-6%
O=c1[nH]c2ccccc2nc1-c1ccc(Cl)cc1	-3%	9	23	0	-8%	-4%	.	-5	-0.1%	1	0%
CCc1nnc(NC(=O)/C=C/c2cccs2)s1	3%	-3	17	-5	1%	-4%	9%	5	-0.7%	-3	0%
Nc1ccc(C(=O)OCC(=O)Nc2cccc(S(=O)(=O)NC3=NCCCCC3)c2)cc1[N+](=O)[O-]	-2%	2	15	-3	.	.	.	.	-0.1%	.	.
Cc1cc(OCC(=O)OCC(=O)N2c3ccccc3NC(=O)C2(C)C)ccc1Cl	-10%	-2	-17	-7	.	.	.	.	-0.1%	-3	.
Cc1ccc(CSC2=NCCN2C(=O)c2ccc([N+](=O)[O-])cc2)cc1	-1%	-20	2	1	4%	2%	9%	-2	-0.2%	13	0%
S=C(NCc1ccc2c(c1)OCO2)Nc1ccc(-c2nc3ccccc3[nH]2)cc1	-5%	9	-18	-30	10%	0%	?	0	-1.4%	1	1%
O=C(CSc1nnc(-c2ccc(O)cc2)o1)Nc1ccc2c(c1)OCCO2	2%	0	-18	-1	112%[activator]	-1%	-1%	0	-0.8%	-2	3%
COc1ccc(/C=C/C(=O)NC2CC3CCC2C3)cc1 (stereo unspecified)	0%	14	10	6	0%	0%	-12%	-3	-0.5%	?	-1%
CCCCP(=O)(CCCC)CCP(=O)(c1ccccc1)c1ccccc1	2%	43	-24	16	-6%	-18%	-8%	1	-1.0%	17	2%
COc1ccc(CNC(=O)[C@H](C)NC(=O)N2CCn3c2nc2ccccc23)cc1	8%	9	-2	-15	5%	.	.	.	-0.4%	1	-3%
Cc1cc2ccccn2c1C(=S)NC(=O)c1ccccc1	0%	-7	11	3	-12%	-8%	0%	1	0.1%	-2	-1%
c1ccc2c(c1)nc(Nc1ccc(N3CCCCC3)cc1)c1nncn12	3%	12	7	5	-6%	17%	.	4	-0.2%	-3	-2%
Cc1[nH]c2ccccc2c1C(=O)COC(=O)Cn1c(C)nc2ccccc21	-1%	-7	-11	-1	9%	-2%	7%	1	-1.5%	-1	0%
Cc1ccc([N+](=O)[O-])cc1N(CC(=O)Nc1ccc(S(=O)(=O)Nc2cccc(C(F)(F)F)c2)cc1)S(C)(=O)=O	-12%	1	5	10	12%	16%	?	0	-2.3%	1	.
Cc1ccc(-n2c(-c3ccncc3)nnc2-c2ccco2)cc1	0%	-19	-10	-3	-13%	2%	-16%	3	-0.3%	-1	-1%
O=C(N/N=C1/CC(c2ccccc2)Oc2ccccc21)C1CC1 (stereo unspecified)	2%	11	-2	-17	-4%	-14%	?	-2	-0.3%	-3	-1%
N#Cc1c(-c2ccccc2)nc(SCc2ccc(Cl)cc2)[nH]c1=O	-2%	2	-11	20	-7%	.	?	13	-0.2%	-2	6%
CCOC(=O)N1CCN(C(=O)CSC2=NS(=O)(=O)c3cc(F)ccc3N2)CC1	-6%	-19	-10	16	.	.	.	.	-0.4%	1	.
O=C(Nc1cc(Cl)ccc1-n1cncn1)c1ccc(F)c(S(=O)(=O)N2CCOCC2)c1	4%	7	12	2	.	.	.	.	-0.2%	-3	.
O=C(NC12CC3CC(CC(C3)C1)C2)C1CCCN1C(=O)NC1CCCCC1 (stereo unspecified)	-1%	-10	-8	-10	-5%	2%	-12%	2	0.2%	?	1%
CCc1nc(N2CCOCC2)c(C#N)c2c1COC(C)(C)C2	3%	2	-7	8	12%	-2%	-4%	0	0.1%	-5	2%
Cc1ccnc(N2C(=O)c3ccccc3C2Nc2cccc(C)c2C)c1 (stereo unspecified)	6%	2	-9	-22	2%	-2%	0%	-1	-0.6%	1	0%
COc1ccccc1/C=C(\NC(=O)c1ccc(OC)c(OC)c1)C(=O)Nc1cccc([N+](=O)[O-])c1	-1%	9	14	-15	1%	-1%	-9%	0	-0.5%	1	2%
Cn1c(=O)cc(N2CCc3ccccc32)[nH]c1=O	2%	-6	-14	15	4%	2%	-19%	1	0.0%	0	1%
Cc1cccc(OCC(=O)Nc2ccc3oc(=O)ccc3c2)c1C	3%	4	2	8	41%[activator]	1%	?	0	-0.5%	?	1%
CC(=O)Nc1cccc(NC(=O)CCn2cnc3cc(C)c(C)cc32)c1	2%	-1	-2	3	1%	-6%	1%	0	-0.9%	0	2%
Cc1ccc(CSc2nc3ccncc3n2CC(=O)Nc2cc(C)cc(C)c2)cc1	-1%	-4	18	-46	27%	-4%	3%	-3	-2.0%	-4	.
O=C(/C(C=Nc1cc2c(oc1=O)CCCC2=O)=C(\O)c1ccccc1)c1ccccc1	2%	.	-6	24	?	-1%	?	-1	0.1%	12	-2%
CC(Oc1ccc(Cl)cc1Cl)C(=O)OCn1nnc2ccccc2c1=O (stereo unspecified)	-10%	1	2	6	-6%	-2%	-1%	0	0.0%	-4	0%
COc1ccc(NC(=O)C2CCC(CNS(=O)(=O)c3cccs3)CC2)cc1 (stereo unspecified)	0%	-11	1	-5	-1%	4%	11%	3	0.2%	5	-1%
CCCCOC(=O)c1ccc(NC(=O)C(=O)NCc2ccccn2)cc1	-1%	-1	5	4	8%	0%	.	1	-0.5%	15	1%
CCC1Oc2ccccc2C(=O)N(CC(=O)c2ccc3c(c2)OCCO3)C1=O (stereo unspecified)	-8%	1	4	-4	-8%	.	.	.	-0.3%	3	9%

Screening data: PubChem, National Center for Advancing Translational Sciences (NCATS)
